# ALOX12 inh: Primary qHTS assay for inhibitors of human arachidonate 12S-lipoxygenase (ALOX12): Round 2. purified 12hLO, xylenol orange hydroperoxide absorbance. Potency, µM (highest dose often 108 µM), for inactives: top-dose activity change, negative = inhibition, most hits filed as inhibitors. 1.1% of 580,000 active; active = well fitted inhibition curve with a large enough effect; inconclusive = small, poorly fitted or top-dose-only effect, or another doubt; inactive = no such curve, though single readings can be large or run the other way
# Target sequence (P18054 whole entry, looked up): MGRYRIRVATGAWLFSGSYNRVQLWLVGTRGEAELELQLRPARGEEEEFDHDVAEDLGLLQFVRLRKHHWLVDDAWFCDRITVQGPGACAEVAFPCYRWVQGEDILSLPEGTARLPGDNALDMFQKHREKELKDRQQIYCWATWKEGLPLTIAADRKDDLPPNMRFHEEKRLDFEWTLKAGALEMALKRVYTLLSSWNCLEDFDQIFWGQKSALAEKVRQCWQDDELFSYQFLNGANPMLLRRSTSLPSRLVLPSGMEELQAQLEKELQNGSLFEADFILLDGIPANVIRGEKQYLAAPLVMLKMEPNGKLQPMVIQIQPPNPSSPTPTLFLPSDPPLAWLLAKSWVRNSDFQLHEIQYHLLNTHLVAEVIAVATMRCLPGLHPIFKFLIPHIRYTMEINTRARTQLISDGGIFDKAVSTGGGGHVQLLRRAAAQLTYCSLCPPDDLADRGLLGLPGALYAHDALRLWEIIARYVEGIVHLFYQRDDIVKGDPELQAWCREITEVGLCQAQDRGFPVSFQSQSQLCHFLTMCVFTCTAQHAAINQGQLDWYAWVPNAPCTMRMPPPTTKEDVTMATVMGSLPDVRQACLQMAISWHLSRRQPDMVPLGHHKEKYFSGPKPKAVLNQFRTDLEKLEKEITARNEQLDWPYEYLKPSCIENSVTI
#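 Hydroperoxide product was detected by ferrous iron/xylenol orange as the 573 to 405 nm absorbance ratio. Arachidonic acid at 40 uM (final) was turned over for 30 min at room temperature by 150 nM human 12hLO, pH 7.0 Hepes buffer, after 15 min compound preincubation.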
# Starred values were filed as active, the others as inactive; u = inconclusive; & = joins results of further samples; [ ] = remark or other dose. % is set by controls: 0 for no effect and ±100 for the full control effect; potency is the fitted concentration of half-maximal effect. Some of the compounds tested, so the mix of outcomes need not match the whole.
no.	Structure	ALOX12 inh
1	Cc1ccc2nc(CN(C)C(=O)[C@@H](Cc3ccccc3)NC(=O)[C@H]3O[C@@H](n4ccc(=O)[nH]c4=O)[C@H](O)[C@@H]3O)[nH]c2c1	-12%
2	CCc1ccc(CNC(=O)c2cc(Cl)c(NC(=O)C3=C(C)OCCS3)cc2OC)cc1	u
3	O=C(Cc1ccccn1)N1CCC2(C1)C(=O)N(CCc1ccccc1)c1ccccc12 (stereo not drawn)	15%&16%
4	CCOc1ccccc1NC(=O)N1CCCC(c2nc(C(C)C)no2)CCNC(=O)CC1 (stereo not drawn)	-8%
5	CCOc1ccc(NC(=O)Nc2ccc(CN3CCOCC3)cc2)cc1	0%
6	Cc1csc(Nc2ccc3ncn(Cc4ccccc4)c(=O)c3n2)n1	71%[activator][176 µM]
7	COc1ccc(CCNC(=O)c2ccc3c(=O)n(-c4ccccc4)c(=O)[nH]c3c2)cc1OC	1%
8	CCOC(=O)N1CCN(Cc2nc3cc(NC(=O)c4ccccc4Cl)ccc3n2CC)CC1	7%
9	N#Cc1ccc(CN2CCCCCNC(=O)[C@@H]3CCC[C@@H]32)cc1	225%[activator]
10	O=C(NC1CCN(Cc2ccccc2)CC1)c1cc2cc(Cl)ccc2[nH]1	-65%
11	Cc1ccccc1C(C)NC(=O)CCC(=O)c1ccc2c(c1)CCC2 (stereo not drawn)	3%
12	CSCc1nnc(SCC(=O)c2[nH]c(C)c(C(C)=O)c2C)o1	-16%
13	C=CCn1c(CN2C[C@@H]3C(C(=O)N(C)C)[C@@H]3C2)nc2ccccc21 (stereo partly drawn)	50%[activator]
14	N#Cc1nc(-c2ccc(OCc3ccc(Cl)cc3)cc2)oc1NCc1ccco1	-29%
15	COC(=O)COC(=O)c1oc2ccc(OC)cc2c1C	-25%
16	COc1ncc(-c2nc(-c3c(C)noc3C)cc3c2cc(C)n3CCN(C)C)cn1	-12%[176 µM]
17	COCCn1c(SCC(=O)Nc2ccc(Cl)c(C(F)(F)F)c2)nc2ccsc2c1=O	-1%
18	CC(C)(C(=O)O)c1cnc(N2CC[C@H](CO)[C@H](O)C2)nc1N1CCOCC1	13%
19	Cc1ccc2oc(-c3ccc(F)cc3)nc2c1	-3%
20	O=C(Nc1cccc(F)c1)N1CCCC2(CCNCC2)C1	2%[57.4 µM]
21	CCOc1ccc(C2NC(=O)NC(C)=C2C(=O)Nc2cccc(C(F)(F)F)c2)cc1OC (stereo not drawn)	1%
22	CC(C)CCN1CCn2c(nn(-c3cccc(Cl)c3)c2=O)C1	6%[6.33 µM]
23	O=C(Cc1ccc2c(c1)OCO2)N1CCNc2cnc(Nc3cccc(C(F)(F)F)c3)nc2C1	u
24	COc1ccc(-c2cc(C(=O)NCC(F)(F)F)c3c(C4CCNC4)nn(C)c3n2)cc1 (stereo not drawn)	3%[6.33 µM]
25	Cc1cc2cc(NS(=O)(=O)c3cccc(F)c3)ccc2[nH]1	u

# (further entries)
no.	Structure	ALOX12 inh
26	COCCNC(=O)Cn1nc2c(cc1=O)CCCCC2	70%[activator]
27	CN1CCCC2(CCN(C(=O)CCCOc3ccccc3)C2)C1=O (stereo not drawn)	-1%
28	O=c1[nH]cccc1NS(=O)(=O)c1ccccc1Cl	35µM*
29	COc1cccc(OC2CN(C(=O)C3CC(=O)N(Cc4cccnc4)C3)C2)c1 (stereo not drawn)	-8%
30	Cc1cc(C(=O)N2CCOC[C@H](Oc3ccc(C(F)(F)F)cc3)C2)n(C)n1	60%[activator][176 µM]
31	COc1cccc(CNC(=O)N2CCCC(Cn3c(C)nc4cccnc43)C2)c1 (stereo not drawn)	8%
32	COc1ccc(NS(=O)(=O)c2ccc3oc(SCCOc4ccccc4F)nc3c2)cc1	-28%
33	Cc1nc(C)n2cc[nH]c(=O)c12	5%
34	CC(C)c1nnc(NC(=O)c2nn(Cc3ccccc3)c(=O)c3ccccc23)s1	-15%
35	Cc1cccc(C(=O)OCC(=O)c2cccs2)c1O	5%
36	CCC(=O)N1CCCCC1c1noc(COCCOC)n1 (stereo not drawn)	53%[activator]
37	COc1ccc(OCc2nc(C3CN(C(=O)c4ccc(C)nc4)C3)no2)cc1	63%[activator]
38	CC(C)NC(=O)N1Cc2ccccc2OC2(CCN(C(=O)c3cccc4[nH]ccc34)CC2)C1	10%[6.33 µM]
39	COc1ccc(Cn2c(C3CCN(C(=O)c4cccc(Cl)c4)CC3)n[nH]c2=O)cc1	u
40	O=C1NC2(CCN(C(=O)c3ccc(F)cc3)C2)OCc2ccccc21 (stereo not drawn)	32%[activator]
41	Cn1cc(C(=O)NCC(=O)N2CCCCCCNC(=O)CC2c2ccccc2)cn1 (stereo not drawn)	45%[activator]
42	CN(C)C(=O)C1CN(C(=O)Nc2ccc(F)cc2F)CC12CCOCC2 (stereo not drawn)	19%
43	CNS(=O)(=O)c1ccc(NCCc2ccc(S(N)(=O)=O)s2)c([N+](=O)[O-])c1	18µM*
44	Cc1cccc(N(C)S(=O)(=O)c2ccc3oc(=O)ccc3c2)c1C	0%
45	Cc1cccc(CC(=O)N2CCC(Cc3nc(-c4ccccc4)no3)CC2)c1	-4%
46	O=C(c1ccc(OC(F)(F)F)cc1)N1CCC(NS(=O)(=O)c2cccs2)CC1	24%
47	Cc1ccccc1NC(=O)c1cc2n(n1)CC(c1ccc(Cl)cc1)OC2 (stereo not drawn)	7%
48	Cc1cc(=O)c(C(=O)N2CCN(S(=O)(=O)c3ccc(F)c(F)c3)CC2)nn1-c1ccccc1F	16%
49	O=c1c(CCc2ccccc2)nc2cncnc2n1-c1ccccc1	0%
50	CN(C)c1ccc(CN2CCC3(CC2)C(=NC2CCCCC2)NC(=O)N3c2cc(F)cc(F)c2)cc1	u

# Remaining list, next part:
no.	Structure	ALOX12 inh
51	O=C(Cn1c(=O)[nH]c2c(-c3ccccc3F)c[nH]c2c1=O)NCc1ccc2c(c1)OCO2	u
52	CNc1nc(N2C[C@H]3CN(CCO)C[C@@]3(C(=O)O)C2)nc2c1CCC2	-2%
53	COc1ccc(-c2onc(C)c2C(=O)NCc2cccc(OC)c2)cc1	32%[activator]
54	Cc1ncc2n1C(=O)N(C1CCN(Cc3ccccn3)CC1)C2	87%&16%[activator][176 µM]
55	CCn1nc(-c2ccc(C)c(S(=O)(=O)NCc3ccc(C)cc3)c2)c2c(c1=O)CCCC2	0%
56	COCCn1ncc(N2CCCC(CC(=O)NCc3ccc(F)cc3F)C2)cc1=O (stereo not drawn)	8%
57	O=C1c2cnc(-c3ccccc3)nc2OCCN1c1ccccc1	u
58	C[S+](=O)([O-])c1ccc(-c2ncc3c(n2)OCCN(Cc2ccc(F)cc2F)C3=O)cc1	-9%
59	Cc1nc(CCn2ccnc2C)n(-c2ccc(S(N)(=O)=O)cc2)n1	12%
60	O=C(c1ccncc1F)N1CCCn2ccnc2C1c1ccccc1 (stereo not drawn)	55%[activator]
61	CN(C)C(=O)C(c1ccccc1)N(C)Cc1ccc2c(c1)OCO2 (stereo not drawn)	21%
62	COC(=O)c1cc(-c2ccc(C)c(C)c2)nc2ccccc12	0%
63	O=C(NCCc1c[nH]c2ccc(Cl)cc12)c1c(F)cccc1F	u
64	CCOc1ccc(CNS(=O)(=O)c2ccc(-c3ccc(=O)[nH]n3)o2)cc1	2%
65	Cc1cc(C)c(CNC(=O)c2cc(-c3cnn(C)c3)cc3c2OCCN3C(C)C)c(=O)[nH]1	-2%[176 µM]
66	CCn1cc(S(=O)(=O)NC2CCc3nn(CC4CC4)c(=O)n3CC2)cn1 (stereo not drawn)	26%
67	O=C(NCCn1cccc1-c1nc(-c2ccc3c(c2)OCO3)no1)c1cccc(F)c1	37%
68	COc1ccc2c(c1)CCc1cnc(-n3ncc(C(=O)N4CCN(CCO)CC4)c3C3CC3)nc1-2	-1%
69	CN(C)C(=O)c1ccc(OC2CCN(C(=O)C3CCCCC3)CC2)nc1	43%[activator]
70	CNC(=O)c1cc[nH]c1C1CCCN(C(=O)C2CC=CCC2)C1 (stereo not drawn)	5%
71	Cc1cccc(CNc2ncncc2-c2ccccc2C(F)(F)F)c1	u
72	O=C(Cc1c[nH]c2ccccc12)N1CCc2c(nc(-c3ccc(F)cc3)[nH]c2=O)C1	-16%
73	C=CCN1CCN(C(=O)C2(CCO)CC23CCOCC3)CC1 (stereo not drawn)	46%[activator]
74	Cn1cnc(S(=O)(=O)N2CCC3(CC2)CC(CC(=O)N2CCOCC2)CCO3)c1 (stereo not drawn)	7%
75	CC1(C)OC2OC(C(=O)Oc3ccc(Br)cc3)C3OC(C)(C)OC3C2O1 (stereo not drawn)	-54%

# Compounds shown so far that contain a COOH group:
no.	Structure	ALOX12 inh
18	CC(C)(C(=O)O)c1cnc(N2CC[C@H](CO)[C@H](O)C2)nc1N1CCOCC1	13%
52	CNc1nc(N2C[C@H]3CN(CCO)C[C@@]3(C(=O)O)C2)nc2c1CCC2	-2%

# Next section:
no.	Structure	ALOX12 inh
76	CC(=O)OCC1OC2OC(C)(C)OC2C2OC(C)(C)OC12 (stereo not drawn)	6%
77	Cc1nc(CSc2ccccc2C(=O)N2CCCc3ccccc32)no1	-7%
78	CCc1noc(-c2nc(-c3ccc(OC)c(OC)c3)no2)n1	3%
79	COc1ccc(C(=O)N2CCCC(n3cc(-c4nc(-c5ccccc5)no4)nn3)C2)cc1 (stereo not drawn)	u
80	Cc1oc(C(O)c2ccccc2F)nc1C(=O)Nc1ccc(C(N)=O)cc1 (stereo not drawn)	16%[176 µM]
81	COc1cccc(-c2nc(-c3nnn4c3COC(c3ccc(C)cc3)C4)no2)c1OC (stereo not drawn)	8%
82	Cc1cccc(OCC2(CNC(=O)NC(C)C)C[C@@H](O)[C@@H](O)C2)n1 (stereo partly drawn)	15%[176 µM]
83	COc1ccc(Nc2cnc3ccc(-c4ccc(OC)c(OC)c4)nn23)cc1	5%[176 µM]
84	CCOc1cc(/C=C/c2nc3ccccc3o2)ccc1O	79%[activator]
85	CN(Cc1ccccc1)C(=O)C1(C)CCCc2cnc(Nc3cccnc3)nc21 (stereo not drawn)	-16%[176 µM]
86	CNC(=O)C1CCN(Cc2nnnn2-c2ccccc2)CC1	-8%
87	COc1ccc(/C=C2/N=C(c3ccc(Cl)cc3Cl)NC2=O)cc1	-18%
88	CSc1ccccc1C(=O)Nc1cccc(C)c1C	0%
89	Cc1ccc(Nc2cc(C)nc3nc(-c4ccco4)nn23)c(Cl)c1	u
90	Cc1c(CC(=O)NC2CC2)c(=O)oc2cc(O)c(Cl)cc12	-7%
91	CCOC(=O)C(=C(C#N)C#N)C1=C(N2CCOCC2)/C(=C/c2ccccc2)CC1	u
92	CN1C(=O)CCC2(CNC(=O)CCc3nc(-c4ccccc4)no3)CCC=C12 (stereo not drawn)	36%[activator]
93	COc1c(Cl)cc(Cl)cc1CNCc1cccnc1	-67%
94	COc1ccc(OC)c(C2C(C(=O)c3ccco3)=C(O)C(=O)N2c2nc3ccc(C)cc3s2)c1 (stereo not drawn)	u
95	COc1cccc(C(C(=O)NCc2ccccc2)N2CCN(c3cccc(C)c3C)CC2)c1OC (stereo not drawn)	3%
96	COc1cc(-c2nc3c(s2)CN(C(C(=O)O)c2c[nH]c4cc(F)ccc24)CC3)cc(OC)c1OC (stereo not drawn)	3%
97	CC12C=CC(C)(C3C(=O)NC(=O)C31)C1C3C(=O)NC(=O)C3C12 (stereo not drawn)	u
98	O=C(Nc1c(-c2ccccc2)[nH][nH]c1=O)c1ccccc1	-1%
99	CCOc1ccccc1CN1CCC2(CC1)CC1C(=O)N(CC)C(=O)N1C2 (stereo not drawn)	26%
100	C=C1CCC2C(C)(C)CCCC2(C)C1CC/C(C)=C\CC/C(C)=N/NC(N)=O (stereo not drawn)	-19%

# Filtered by structure, those above with a cyano group.
no.	Structure	ALOX12 inh
9	N#Cc1ccc(CN2CCCCCNC(=O)[C@@H]3CCC[C@@H]32)cc1	225%[activator]
14	N#Cc1nc(-c2ccc(OCc3ccc(Cl)cc3)cc2)oc1NCc1ccco1	-29%
91	CCOC(=O)C(=C(C#N)C#N)C1=C(N2CCOCC2)/C(=C/c2ccccc2)CC1	u

# (further entries)
no.	Structure	ALOX12 inh
101	COc1ccc(C2(C(=O)N3CCc4ccccc4C3)CCOCC2)cc1	13%[6.33 µM]
102	COc1ncccc1-c1cc(C(=O)N2CCOCC2)c2c(c1)ncn2C	13%[176 µM]
103	Cc1cc(C)c(CNC(=O)c2nc(-c3cccc(F)c3)cc3c2ccn3C(C)C)c(=O)[nH]1	-1%[176 µM]
104	COc1ccc(C(=O)N2[C@@H]3CC[C@H]2CC(NC(=O)c2ccc(F)cc2)C3)c(OC)c1 (stereo partly drawn)	34%[activator]
105	CCCCNc1ncc(C(=O)O)c(COC)n1	6%
106	COc1ccc(-c2ccnc(N[C@H]3CO[C@H]4[C@@H]3OC[C@@H]4NS(=O)(=O)c3ccc(NC(C)=O)cc3)n2)cc1	52%[activator]
107	CCNC(=O)COc1ncnc2c(Cl)cc(Cl)cc12	17%
108	CN(C)c1ncc2nc(CCc3ccccc3)c(=O)n(C3CC3)c2n1	u
109	Cc1cc(Nc2cccc(Br)c2)cc(=O)n1-c1cccc(Br)c1	-27%
110	O=C1NC(C(=O)N2CCN(c3ncccn3)CC2)CN1Cc1ccccc1 (stereo not drawn)	16%
111	COC[C@@H]1CN(C(=O)CCn2cccn2)C[C@H]1c1ccncc1	-10%
112	CC(C)OC(=O)C1=C(N)OC2=C(C(=O)CC(C)(C)C2)C1c1ccc(Cl)cc1 (stereo not drawn)	u

# Sorted by count of non-hydrogen atoms (ascending): 4 of the compounds above.
no.	Structure	ALOX12 inh
105	CCCCNc1ncc(C(=O)O)c(COC)n1	6%
109	Cc1cc(Nc2cccc(Br)c2)cc(=O)n1-c1cccc(Br)c1	-27%
110	O=C1NC(C(=O)N2CCN(c3ncccn3)CC2)CN1Cc1ccccc1 (stereo not drawn)	16%
103	Cc1cc(C)c(CNC(=O)c2nc(-c3cccc(F)c3)cc3c2ccn3C(C)C)c(=O)[nH]1	-1%[176 µM]
